USP2a block: qHTS Assay for Inhibitors of Ubiquitin-specific Protease USP2a Using CHOP2 as the Reporter. Ubiquitin carboxyl-terminal hydrolase 2 (Homo sapiens), O75604. USP2 core, Ub-CHOP2 coupled fluorogenic reporter, 485/531. Potency, µM (doses to about 38.3 µM), for inactives: top-dose activity change, negative = inhibition, actives largely listed as inhibitors. actives 0.01% (n = 330,000). AID 463254, 2010;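 note: potency is the fitted concentration of half-maximal effect; plate controls were DMSO wells for no effect and full inhibition by NEM control for full effect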
Target sequence (O75604 whole entry, looked up): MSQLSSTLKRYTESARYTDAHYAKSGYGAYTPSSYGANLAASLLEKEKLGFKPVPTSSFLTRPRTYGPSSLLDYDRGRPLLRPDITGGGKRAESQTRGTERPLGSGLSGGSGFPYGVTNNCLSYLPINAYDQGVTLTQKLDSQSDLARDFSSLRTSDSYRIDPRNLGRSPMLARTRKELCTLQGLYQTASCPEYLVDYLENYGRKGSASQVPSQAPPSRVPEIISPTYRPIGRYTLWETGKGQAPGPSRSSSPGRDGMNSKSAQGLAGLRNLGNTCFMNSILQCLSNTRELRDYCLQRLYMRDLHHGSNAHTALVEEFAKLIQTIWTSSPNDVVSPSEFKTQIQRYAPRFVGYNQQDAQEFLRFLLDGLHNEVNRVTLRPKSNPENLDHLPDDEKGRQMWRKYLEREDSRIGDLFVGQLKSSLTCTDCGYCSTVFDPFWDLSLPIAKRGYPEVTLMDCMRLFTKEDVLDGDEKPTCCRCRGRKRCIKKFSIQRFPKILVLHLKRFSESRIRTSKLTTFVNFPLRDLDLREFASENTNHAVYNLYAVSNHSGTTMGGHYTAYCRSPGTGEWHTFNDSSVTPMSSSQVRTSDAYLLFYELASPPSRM
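USP2 core (10nM final) preincubated 30min RT with compound in 20mM Tris-HCl pH 8.0, 2mM CaCl2, 2mM beta-mercaptoethanol, 0.05% CHAPS; 25nM Ub-CHOP2 plus 25nM reporter substrate added, fluorescence (Ex485/Em531) read after 60min.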
ELG1 DNA repair: qHTS screen for small molecules that inhibit ELG1-dependent DNA repair in human embryonic kidney (HEK293T) cells expressing luciferase-tagged ELG1; HEK293T ELG1-luciferase reporter, luminescence, 16 h; DNA damage induced by 5-fluorouridine; Potency, µM (highest dose often 46.1 µM), without a hit: at the top dose activity change, negative = inhibition, actives largely listed as inhibitors; actives 2.3% (n = 330,000); note: potency is the fitted concentration of half-maximal effect; % is set by controls: 0 for no effect and ±100 for the full control effect; nearly all actives have a fitted effect of over 55% in size
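DMSO vehicle served as the neutral condition. Each well held 2,000 cells given 5-fluorouridine plus compound; after 16 hr at 37 °C/5% CO2, ONE-Glo was added and luciferase measured 30 min later.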
Mito fusion yeast: qHTS Assay for Small Molecule Inhibitors of Mitochondrial Division or Activators of Mitochondrial Fusion; S. cerevisiae fusion-defective mutant growth rescue, CellTiterGlo 48 h; Potency, µM (titrated, usually from 46.1 µM), for inactives: top-dose growth rescue (activation), actives largely listed as activators; actives 0.23% (n = 320,000);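 note: potency is the fitted concentration of half-maximal effect; % of control where 0% means no effect; nearly all actives have a fitted effect of over 45% in size; temperature-sensitive fusion mutants such as fzo1-1 at 37 °C on non-fermentable ethanol glycerol medium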
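S. cerevisiae fusion-defective temperature-sensitive mutants (e.g. fzo1-1, mgm1-5) grown 48 h at 37C in YPEG (ethanol/glycerol non-fermentable) medium with 23 nl compound per well; growth rescue read as CellTiterGlo luminescence.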
TSHR antag: Antagonists of the Thyroid Stimulating Hormone Receptor: HTS campaign; TSHR-expressing cells, TSH-stimulated cAMP HTRF, 2 h; hits give low values; Thyrotropin receptor (Homo sapiens), P16473; activity change, negative = inhibition, % at 11.5 µM; actives 0.2% (n = 330,000);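 active = activity change below a set negative limit, meaning inhibition stronger than a set level, cut at about -70% in these data; inconclusive = activity change between two set negative limits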; note: % is set by controls: 0 for no effect and ±100 for the full control effect
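TSHR-expressing cells were treated with compounds, then stimulated with TSH at EC80 (4nM final) for 2 hours at 37 deg C. Cellular cAMP was measured by HTRF competition between lysate cAMP and cAMP-d2 for a cryptate-labelled anti-cAMP antibody.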
TCR activator: Activators of T cell receptors: qHTS campaign; primary human leukocytes, anti-CD3, IL-2 HTRF, 48 h; Potency, µM (highest dose often 9.22 µM), inactives show at the top dose activation of IL-2 secretion, usual class: activators; 330,000 tested, under 10 active; note: % of control where 0% means no effect
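HTRF read-out of IL-2 secretion: europium cryptate donor excited at 320nm, d2 acceptor emission at 665nm. Cells were primary human leukocytes incubated 48 hr with compounds and a-CD3 beads, supplying TCR signal only.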
Eya2 inh: qHTS Assay for Inhibitors of the Phosphatase Activity of Eya2 | Protein phosphatase EYA2 (Homo sapiens), O00167 | actives 0.006% (n = 330,000) | recombinant Eya2, OMFP fluorescence dephosphorylation (OMFP is methylfluorescein phosphate) | Potency, µM (highest dose often 76.9 µM), for the others: at the highest dose activity, negative = inhibition, hits mostly inhibitors; note: potency is the fitted concentration of half-maximal effect; % is set by controls: 0 for no effect and ±100 for the full control effect
Target sequence (O00167 whole entry, looked up): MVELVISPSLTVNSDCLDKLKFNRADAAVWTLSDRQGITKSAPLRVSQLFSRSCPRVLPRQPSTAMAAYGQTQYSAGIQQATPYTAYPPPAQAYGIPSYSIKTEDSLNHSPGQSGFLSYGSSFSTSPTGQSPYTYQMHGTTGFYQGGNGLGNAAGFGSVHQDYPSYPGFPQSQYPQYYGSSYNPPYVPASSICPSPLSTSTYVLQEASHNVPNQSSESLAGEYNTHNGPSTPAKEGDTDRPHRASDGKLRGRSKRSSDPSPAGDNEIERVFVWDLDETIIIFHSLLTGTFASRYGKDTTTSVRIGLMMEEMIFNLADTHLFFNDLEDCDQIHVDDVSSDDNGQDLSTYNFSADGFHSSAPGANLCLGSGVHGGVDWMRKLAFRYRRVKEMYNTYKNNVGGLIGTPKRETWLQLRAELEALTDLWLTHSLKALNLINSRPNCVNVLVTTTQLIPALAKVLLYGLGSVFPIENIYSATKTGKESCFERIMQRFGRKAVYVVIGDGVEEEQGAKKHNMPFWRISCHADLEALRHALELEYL
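Eya2 protein (added as 0.2 uM solution) was preincubated with compound for 10 min at ambient temperature in 50 mM HEPES pH 7.5, 50 mM NaCl, 5 uM MgCl2, 0.05% BSA, 1 mM DTT. OMFP (added at 50 uM) then reacted 10 min; fluorescence read at 485/525 nm.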
KCNH2 3.1 block: qHTS for Inhibitors of KCHN2 3.1: Mutant qHTS. U2OS KCNH2 3.1, thallium flux FluxOr; hits give low values. activity change, % (tested at about 1.8 µM). actives 0.95% (n = 340,000). AID 720553, 2013;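 active = maximum activity change below -70%; inconclusive = maximum activity change from -70% to -50%; inactive = maximum activity change above -50%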;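 note: thallium influx rate constant from kinetic fluorescence after stimulation buffer; % is set by controls: 0 for no effect and ±100 for the full control effect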
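Channel expression came from 3.1 mutant virus (1.77 x 10^8 /mL) applied to suspended U2OS cells for 4 h. Flux was tracked with FluxOr dye plus Red40 quencher, and kinetic rate constants normalized to controls.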
TRPV1 ag: HTS Assay for Compounds that Act as Agonists of the Vanilloid Receptor 1 | Transient receptor potential cation channel subfamily V member 1 (Homo sapiens), Q8NER1 | TRPV1-expressing cells, Fluo-8 calcium influx, agonist mode | activation, % at 8.33 µM | actives 0.19% (n = 320,000) | AID 540275, 2011; in the data active = activation above about 80%; inconclusive = between about 30% and that limit; note: 0% is about no effect
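Cells expressing TRPV1 were dye-loaded with Fluo-8 and read kinetically: 10 s baseline, 3 min after compound (agonist portion), then 2 min after EC20 capsaicin (allosteric enhancer portion). Calcium-bound dye fluorescence at 480/520 nm.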
KCNH2 WT inh: qHTS for Inhibitors of KCHN2 3.1: Wildtype qHTS. U2OS, BacMam KCNH2, thallium flux FluxOr; hits give low values. activity change, % at 1.84 µM. actives 0.37% (n = 340,000);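 active = maximum activity change below -70%; inconclusive = maximum activity change between -70% and -50%; inactive = maximum activity change above -50%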; note: % is set by controls: 0 for no effect and ±100 for the full control effect
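U2OS cells were transduced with wild-type KCNH2 virus (2.03 x 10^8 / mL) for 4 h at room temperature, then cultured overnight at 37 C. Thallium flux was read with FluxOr dye. Rate constants were normalized to DMSO controls.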
AT treatment: qHTS Assay for Identifying a Potential Treatment of Ataxia-Telangiectasia. […] A-T fibroblasts, KAP-1 phosphorylation AlphaLISA; neocarzinostatin DNA damage 30 min before lysis. Potency, µM (highest dose often 57.5 µM), inactives show at the highest dose activation, usual class: activators. actives 0.19% (n = 320,000). AID 485349, 2010; note: potency is the fitted concentration of half-maximal effect; % of control where 0% means no effect; nearly all actives have a fitted effect of over 45% in size
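hTERT-immortalized A-T patient fibroblasts ([…]), 500 cells/well in OPTI-MEM, 1% FBS, got compounds for 60 min, then NCS for 30 min at 37C. Lysates were then assayed for phospho-KAP-1 by AlphaLISA (anti-pKAP1 donor, anti-KAP1 acceptor beads), 6 hr at 25C.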
* = called active by the depositor; i = inactive; ? = inconclusive; . = no result given; [ ] = remark or other dose. Unless noted, calls come from the whole dose curve; as a rule, active = well fitted curve in the direction sought with a large enough effect; inconclusive = small, poorly fitted or top-dose-only effect, or another doubt; inactive = no such curve, though single readings can be large; an effect the other way counts as inactive or inconclusive. A portion of the library. The share of hits here may be higher or lower than overall.

molecule | TCR activator | USP2a block | KCNH2 3.1 block | Mito fusion yeast | TRPV1 ag | Eya2 inh | ELG1 DNA repair | TSHR antag | KCNH2 WT inh | AT treatment
CSc1nsc(SCC(=O)Nc2ccc(Cl)c(C(=O)O)c2)n1 | -4% | -2% | -13 | 6% | 0 | -1% | -8% | -2 | 2 | -1%
O=C(/C=C/c1ccccc1)N1CCN(Cc2nc3ccccc3c(=O)[nH]2)CC1 | 2% | -3% | 5 | -1% | -3 | -3% | -9% | 15 | 11 | -3%
COc1ccc(CNS(=O)(=O)c2ccc(F)c(C(=O)Nc3ccccc3OC)c2)cc1 | -5% | 0% | -4 | -3% | 0 | 5% | ? | -4 | 2 | 1%
COC(=O)Cn1c(=O)c2c(nc(Br)n2CC(=O)OC)n(C)c1=O | 2% | -1% | -14 | 6% | 1 | 5% | -8% | -3 | 9 | 1%
COc1ccc(-c2nc(N)c(C#N)c(-c3cccnc3)c2C)cc1 | 0% | -1% | 19 | -9% | -1 | 6% | -8% | -4 | -1 | 0%
O=C1S/C(=C\c2ccc(N3CCOCC3)o2)C(=O)N1Cc1c(F)cccc1Cl | -6% | 4% | -5 | 0% | 26 | -8% | 1% | -23 | -20 | 2%
CC(C)(C)c1ccc(C(=O)Nc2ccc(NC(=O)c3ccco3)cc2)cc1 | . | -1% | ? | 2% | ? | 0% | 14% | -26 | 30 | 8%
COc1cc2c(cc1OC)C(C)N(C(=O)Nc1ccc(F)cc1)CC2 (configuration not stated) | 1% | 6% | -5 | ? | ? | -3% | ? | -2 | 2 | -2%

Sorted by molecular weight (rising): 3 of the compounds above
molecule | TCR activator | USP2a block | KCNH2 3.1 block | Mito fusion yeast | TRPV1 ag | Eya2 inh | ELG1 DNA repair | TSHR antag | KCNH2 WT inh | AT treatment
CC(C)(C)c1ccc(C(=O)Nc2ccc(NC(=O)c3ccco3)cc2)cc1 | . | -1% | ? | 2% | ? | 0% | 14% | -26 | 30 | 8%
O=C(/C=C/c1ccccc1)N1CCN(Cc2nc3ccccc3c(=O)[nH]2)CC1 | 2% | -3% | 5 | -1% | -3 | -3% | -9% | 15 | 11 | -3%
O=C1S/C(=C\c2ccc(N3CCOCC3)o2)C(=O)N1Cc1c(F)cccc1Cl | -6% | 4% | -5 | 0% | 26 | -8% | 1% | -23 | -20 | 2%

Following part
molecule | TCR activator | USP2a block | KCNH2 3.1 block | Mito fusion yeast | TRPV1 ag | Eya2 inh | ELG1 DNA repair | TSHR antag | KCNH2 WT inh | AT treatment
CC(C)COc1ccc(Cc2cnc(N)nc2N)cc1 | 2% | -1% | 10 | -9% | 2 | -1% | 0% | -27 | -1 | .
CC1(C(=O)N2CC3(CC(c4ccccc4)=NO3)C[C@H]2C(=O)NCC(N)=O)CC1 (some centres not stated) | 6% | -5% | -8 | 0% | -6 | -10% | 15% | 5 | 2 | 3%
COC(CNC(=O)c1ccc2c(c1)ncn2-c1cccc(C)c1)OC | -4% | 2% | 0 | 2% | 2 | -17% | 8% | -4 | 13 | -5%
O=C(N=C1c2ccccc2CN1c1ccc(F)c(F)c1)c1cccnc1 | 1% | -7% | 7 | -3% | -5 | 8% | ? | 9 | -3 | 1%
Cc1ccc(-c2nc3ccccc3c(=O)n2N)cc1 | . | 2% | 12 | -6% | 1 | 5% | 8% | -12 | 3 | -6%
COc1cccc(N(C(=O)c2snc(C(N)=O)c2N)C(C(=O)NCC2CCCO2)c2ccc(F)cc2)c1 (configuration not stated) | 1% | 2% | -4 | -2% | 3 | -20% | -7% | 5 | -18 | 9%
NC(=O)c1ccc(-n2nc(C(F)(F)F)c3c2CCCC3)cc1 | -2%[46.1 µM] | 0% | 13 | 3% | ? | 4% | 14% | 0 | -7 | 2%
O=C(c1cccc(C(F)(F)F)c1)C1CCCN(C(=O)CCCN2CCCC2=O)C1 (configuration not stated) | -23% | 0% | -2 | -5% | 2 | 3% | -10% | -5 | -4 | 5%[11.5 µM]
Cc1ccc(Cc2cnc(NC(=O)c3cccs3)s2)cc1 | 5% | -2% | -14 | -9% | ? | -11% | ? | 13 | 4 | -7%
COC(=O)c1ccc(C(=O)OC)c(NC(=O)CSCc2ccc(Cl)cc2)c1 | -9% | 0% | -7 | 2% | ? | 14% | -8% | -2 | 7 | 10%
C/C(=N/NC(=O)CNC(=O)CCc1ccccc1)c1ccc(Cl)cc1 | -2% | 2% | . | -3% | 0 | 0% | 4% | -5 | . | .
O=C(NNS(=O)(=O)c1ccccc1)c1ccccc1-n1cccc1 | -2% | 3% | 5 | 2% | -4 | 16% | 0% | 1 | 1 | 5%
CCOCCCNC(=O)C1CCC(CNS(=O)(=O)c2ccc(OC)cc2)CC1 (configuration not stated) | -3% | -1% | 10 | -4% | -2 | 10% | 0% | -3 | -19 | 1%
COc1cc(C2Nc3c(F)cccc3C3C=CCC32)cc(Br)c1OC (configuration not stated) | -2% | 1% | -8 | 4% | -1 | 7% | 2% | -6 | 11 | 1%
COC(=O)CN(c1cc(C(F)(F)F)ccc1Cl)S(C)(=O)=O | . | 0% | -7 | 1% | 5 | 7% | 11% | 1 | -21 | 6%
Cc1nnc(Oc2ccccc2)c2ccccc12 | -2% | -1% | -8 | 1% | 18 | 11% | ? | 0 | -13 | -5%
COc1ccccc1N1C(=O)CC(Sc2n[nH]c(-c3cccc(C)c3)n2)C1=O (configuration not stated) | -1%[46.1 µM] | -6% | 11 | 5% | 2 | -1% | 18% | 2 | 4 | 1%
CC(C)OC(=O)c1cc(C(=O)c2cc(Cl)ccc2O)coc1=N | 5% | 2% | -3 | 6% | 4 | -1% | 2% | -13 | 1 | 3%
CC(=O)c1cccc(NC(=O)N2CCN(S(C)(=O)=O)CC2)c1 | -8% | 3% | -7 | -2% | -6 | -6% | 5% | 4 | 12 | -8%
COC(=O)c1sc(=S)n(-c2cc(F)ccc2F)c1N | . | 1% | -2 | 1% | 8 | 8% | 2% | 4 | -4 | -2%
Cc1ccc(NNC(=O)C(O)(c2cccc(C(F)(F)F)c2)c2cccc(C(F)(F)F)c2)cc1 | 3% | 3% | 0 | 2% | 20 | 3% | 18µM* | -8 | 19 | 8%
Cc1ccc(-n2c(-c3cc(C)n(C)n3)n[nH]c2=S)cc1 | -6% | 0% | -13 | -3% | -2 | -8% | -2% | 0 | 1 | 1%
O=C1N(Cc2cccnc2)C[C@@H]2C[C@@H](c3ccc4nonc4c3)N3CCC[C@@]123 | -10% | 3% | 5 | 3% | 0 | 1% | -5% | 1 | 7 | 2%[11.5 µM]
O=C(Nc1cc(Oc2ccccc2)cc([N+](=O)[O-])c1)C12CC3CC(C1)CC(n1cnc(Cl)n1)(C3)C2 | . | -1% | -9 | 4% | 1 | -6% | ? | -28 | -4 | 4%
O=C(NNC(=O)c1ccccc1O)c1ccc(Cl)c(S(=O)(=O)N2CCCCC2)c1 | 0% | -11% | -13 | -2% | 6 | -22% | -3% | -12 | -13 | -14%
O=C(Nc1ccccc1)N1CCN(Cc2ccc3c(c2)OCO3)CC1 | 1% | -6% | 8 | -2% | ? | 4% | -4% | 6 | 7 | 13%
COCCn1c(SCC(=O)NC(=O)NCc2ccccc2)nc2ccccc21 | 4% | 3% | 7 | 4% | 2 | 11% | 0% | -1 | 3 | 2%
CCOC(=O)c1sc(NC(=O)C(CC)Sc2nccn2C)nc1C (configuration not stated) | 2% | 2% | -3 | 1% | -1 | -1% | 2% | 0 | -9 | 13%
COC(=O)c1[nH]c2cccc(OC)c2c1NC(=O)CN1CCN(c2cccc(OC)c2)C(C)C1 (configuration not stated) | 4% | -2% | 5 | -5% | ? | -8% | 13µM* | -2 | -1 | 7%
CC(C)Cn1c(N)c(C(=O)COC(=O)C2CC(=O)N(c3ccc4c(c3)OCCO4)C2)c(=O)n(C)c1=O (configuration not stated) | 1% | -1% | -1 | 1% | -1 | 9% | ? | -7 | -10 | 4%
CN1CCN(c2ccc(NC(=O)c3ccc(Cl)cc3Cl)cc2)CC1 | 4% | -1% | 10 | -3% | 4 | 14% | ? | 4 | 3 | 1%
CCc1ccccc1NC(=O)Cn1nnc(C(=O)NCc2cccs2)c1N | -2% | -7% | 24 | 3% | 2 | -9% | 21% | -2 | i | -1%

Screens deposited in PubChem BioAssay by National Center for Advancing Translational Sciences (NCATS).
